From PubChem BioAssay
Dyrk1A ADPGlo: inhibitors of rat Dyrk1A kinase; Q63470; ADP-Glo luminescence, NFATc1 peptide; actives 0.43% (n = 310,000); inhibition, % at 12.5 µM; AID 504441; in the data active = inhibition above about 50%;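 note: plate controls were vehicle with enzyme for no effect and no enzyme for full effect; many of its hits are not listed in these tables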
aSyn 5UTR inh: 5' untranslated region of α-synuclein, MLPCN primary screen; alpha-synuclein 5'UTR reporter, inhibitor activity; inhibition, % (tested at 7.5 µM); actives 0.82% (n = 300,000); in the data active = inhibition above about 60%;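 note: H4 neuroglioblastoma cells stably carrying SNCA 5'UTR luciferase fusion; 0% = DMSO wells and 100% = positive control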
GSK3 alpha inh: inhibitors of human GSK-3 alpha kinase; P49840; ADP-Glo luminescence, 60 min; inhibition, % at 10 µM; actives 0.1% (n = 320,000);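 in the data active = inhibition above about 50%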;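 note: GST-tagged GSK-3 alpha with peptide substrate and 25 µM ATP; 0% = DMSO neutral wells and 100% = GW8510 positive control wells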
Target sequence (P49840 whole entry, looked up): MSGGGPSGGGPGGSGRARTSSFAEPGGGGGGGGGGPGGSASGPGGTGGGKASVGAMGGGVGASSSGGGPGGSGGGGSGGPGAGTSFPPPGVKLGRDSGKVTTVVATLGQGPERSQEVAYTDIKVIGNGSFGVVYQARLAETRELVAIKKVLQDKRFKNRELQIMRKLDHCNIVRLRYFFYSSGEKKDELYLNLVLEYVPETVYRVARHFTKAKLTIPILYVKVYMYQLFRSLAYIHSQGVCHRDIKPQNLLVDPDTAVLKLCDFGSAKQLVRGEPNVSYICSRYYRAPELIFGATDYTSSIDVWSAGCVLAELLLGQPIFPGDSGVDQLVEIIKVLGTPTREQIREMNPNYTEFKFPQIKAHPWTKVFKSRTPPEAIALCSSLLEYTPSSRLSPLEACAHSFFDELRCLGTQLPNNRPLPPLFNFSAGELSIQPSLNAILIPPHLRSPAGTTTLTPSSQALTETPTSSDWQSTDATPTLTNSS
GSK3beta inhib: blocks human GSK3beta kinase activity | GST-GSK3beta kinase, ADP-Glo luminescence, 60 min; active compounds read low | activity score (negative = inhibition), % at 10 µM | actives 0.038% (n = 300,000);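 active = more than half of replicate wells score below -50%, meaning over 50% inhibition versus plate controls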;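 note: 0% = median DMSO wells and -100% = median GW8510 positive control wells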
Target sequence (P49841 whole entry, looked up): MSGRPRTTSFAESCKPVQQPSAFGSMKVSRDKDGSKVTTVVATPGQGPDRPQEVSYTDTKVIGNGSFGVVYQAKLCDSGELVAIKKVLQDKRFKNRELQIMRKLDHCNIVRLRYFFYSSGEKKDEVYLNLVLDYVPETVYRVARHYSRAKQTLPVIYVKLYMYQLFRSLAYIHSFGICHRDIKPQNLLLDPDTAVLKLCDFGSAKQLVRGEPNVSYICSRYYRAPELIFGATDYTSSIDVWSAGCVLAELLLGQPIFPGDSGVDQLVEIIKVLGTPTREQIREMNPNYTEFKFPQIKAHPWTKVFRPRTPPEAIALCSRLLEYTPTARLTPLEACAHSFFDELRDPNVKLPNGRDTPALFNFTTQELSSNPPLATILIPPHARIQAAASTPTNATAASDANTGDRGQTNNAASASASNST
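Test system – GST-tagged human GSK3beta kinase, cell-free · Incubation – 60 min enzyme reaction, room temperature · Signal – ADP-Glo luminescence · Also added – peptide substrate and ATP at 25 µM · Controls – DMSO neutral wells and GW8510 at 20 µM as positive · Buffer or medium – Tris/MgCl2 kinase buffer · Measure – Luminescence-derived activity versus plate DMSO and GW8510 wells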
HSP90 inh: blocks HSP90-mediated luciferase refolding in reticulocyte lysate | inhibition, % at 5.6 µM | Rabbit reticulocyte lysate, luciferase refolding luminescence, 3 h | AID 1789 | actives 0.91% (n = 290,000);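 active = inhibition above the screen-wide mean plus 3 SD, computed separately per campaign, cut at about 16% in these data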;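 note: 0% = DMSO wells and 100% = 60 µM geldanamycin wells; inhibitors lower the luminescence because luciferase stays unfolded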
Platelet DG rel: modulates dense granule release in human platelets; actives 0.22% (n = 300,000); human platelet-rich plasma, SFLLRN dense granule ATP release, luminescence; inhibition, %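 (compounds screened at 7.5 µM in platelet-rich plasma)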; AID 1663;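 active = mean replicate score, as percent of positive control, at or above 50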
HSF1 inhib: HSF1 inhibition. activity change, negative = inhibition, % at 7.5 µM (by protocol). actives 0.77% (n = 300,000). NIH3T3-HGL HSE-luciferase, MG132-induced, luminescence 8 h; active compounds read low;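 active = more than half of replicate wells show activity change below -50%, luminescence cut by over half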;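 note: luciferase reports HSF-1 transcriptional activity via heat shock element; 0% = median of DMSO wells and -100% = zero luminescence signal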
IEC-6 cytotox: kills IEC-6 intestinal cells in KLF5 counter-screen. IEC-6 cytotoxicity, luminescence viability. inhibition, % at 5 µM. actives 0.78% (n = 290,000). AID 1825; in the data active = inhibition above about 22%;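 note: 0% = plate median of test compound wells and 100% = cytotoxic reference compound wells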
KLF5 inh: kruppel-like factor 5 inhibition. DLD-1 KLF5 promoter-luciferase reporter, luminescence. inhibition, % at 5 µM. actives 0.23% (n = 290,000);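 active = inhibition above a per-plate limit of that plate's mean compound inhibition plus 3 SD, cut at about 60% in these data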;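 note: 0% = DMSO wells and 100% = LY294002 at 200 µM; higher means less KLF5 promoter-driven luciferase light; inactives centre near -14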
HSF-1 act: increases HSF-1 driven luciferase reporter signal. NIH3T3-HGL HSF-1 luciferase reporter, MG132, 8 h; 100% = twice DMSO control signal. activation, % at 9 µM. actives 1.7% (n = 300,000);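 active = mean replicate activation of at least 50% with a set share of replicates each reaching 50%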;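 note: 0% = median of the neutral control wells and 100% = twice that signal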
The depositor's hits bear a star; · = not tested or not shown.

(1) Cc1nc(SCC(=O)NC2CCCC2)c2c(C)c(C)sc2n1
(2) O=C1N=c2ccc(Br)cc2=C1c1sc(=S)n(NS(=O)(=O)c2ccccc2)c1O
(3) COc1cccc(-c2cc(CC3(O)CCN(CCCc4ccccc4)CC3)on2)c1
(4) Cc1ccc2c(c1)C1CN(C)CCC1N2C(=O)COc1ccc(N(C)S(=O)(=O)c2cccs2)cc1 (centres undefined)
(5) C/C(=N\NC(=O)C(C)n1nc(C)c([N+](=O)[O-])c1C)c1ccccc1O (centres undefined)
(6) CC(C)(C)C1CCC(=NNS(=O)(=O)c2ccc(Br)cc2)CC1 (centres undefined)

Compound,1,2,3,4,5,6
Platelet DG rel,3,0,3,-6,-33,3
Dyrk1A ADPGlo,1,6,0,-6,-1,0
HSF1 inhib,2,4,-7,4,4,-1
HSP90 inh,-1,0,2,0,1,-3
HSF-1 act,16,8,-7,2,-6,-1
KLF5 inh,-6,11,-1,-27,-54,-31
GSK3beta inhib,·,2,-4,-4,-1,1
GSK3 alpha inh,-1,-1,-1,0,0,1
IEC-6 cytotox,0,2,4,4,4,-4
aSyn 5UTR inh,10,-28,23,-3,78*,10

(7) N#CCCN1CCCN(CCC#N)CCN(CCC#N)CCCN(CCC#N)CC1
(8) O=C(COC(=O)c1ccc(S(=O)(=O)N2CCCCC2)cc1)NCc1ccco1
(9) Cc1ccc(-n2c(SCC(=O)OC(C)C)nnc2-c2ccncc2)cc1
(10) Cc1ccnc(N2CCN(c3cc(C)c(C#N)c4nc5ccccc5n34)CC2)c1
(11) COc1ccc(/C=C(\C#N)C(=O)OCC(=O)NCc2ccccc2)cc1
(12) CC(C)CCn1c(SC(C)C(=O)NC2CC2)nc2ccccc2c1=O (centres undefined)

Compound,7,8,9,10,11,12
Platelet DG rel,-1,-3,6,-4,-10,8
Dyrk1A ADPGlo,0,-51,7,4,-1,-6
HSF1 inhib,-4,4,-4,-2,-5,5
HSP90 inh,0,-1,-2,2,1,·
HSF-1 act,-5,-6,-1,-7,5,2
KLF5 inh,-12,-2,-8,-6,-4,·
GSK3beta inhib,2,1,-1,1,-2,9
GSK3 alpha inh,0,1,-4,-1,-1,0
IEC-6 cytotox,-2,-7,-5,0,5,·
aSyn 5UTR inh,-7,-6,8,12,-21,4

(13) CCOc1cc(CNCC(C)C)c(Cl)cc1OCC(=O)Nc1ccccc1
(14) Cn1c(N2CCN(c3ccccn3)CC2)nc2c1c(=O)n(Cc1ccc(Cl)cc1)c(=O)n2C
(15) CCc1c(C)nc(SCC(=O)N2CCCCC2)[nH]c1=O
(16) O=c1cc(-c2ccccc2)c2c(O)cc(O)cc2o1
(17) Cc1ccc(O)c(C(=O)/C=C/c2ccc3c(c2)OCCCO3)c1
(18) COc1cc(/C=C/C(=O)OC2CC3CCC2(C)C3(C)C)ccc1O (centres undefined)

Compound,13,14,15,16,17,18
Platelet DG rel,-14,1,-4,-1,-3,0
Dyrk1A ADPGlo,4,0,-6,61*,3,1
HSF1 inhib,18,12,-4,-13,278,6
HSP90 inh,-1,7,5,4,-1,·
HSF-1 act,3,5,7,-2,448*,12
KLF5 inh,4,-26,-27,1,-36,·
GSK3beta inhib,1,2,-1,-58*,-5,2
GSK3 alpha inh,-2,·,1,72*,0,-1
IEC-6 cytotox,-2,-3,6,-5,-4,·
aSyn 5UTR inh,-19,1,4,-24,-188,-59

(19) O=S(=O)(Nc1ccc(-c2ccc3nncn3n2)cc1)c1cc(F)ccc1F
(20) CCC(C)NC(=O)c1cnn2c1NC(c1ccc3c(c1)OCO3)CC2C(F)(F)F (centres undefined)
(21) O=C(O)c1cc(N2C(=O)CCC2=O)ccc1Cl
(22) Cc1ccc(NS(=O)(=O)c2cc([N+](=O)[O-])ccc2NNC(=S)Nc2cccc(Cl)c2)c(C)c1
(23) Cc1cccc(NC(=O)N[C@@H](C)C(=O)O)c1
(24) CC1(C)C2CCC(C2)C1(C)NC(=O)CN1CCN(Cc2ccccc2)CC1 (centres undefined)

Compound,19,20,21,22,23,24
Platelet DG rel,6,-23,-1,2,-2,0
Dyrk1A ADPGlo,4,0,-2,0,-2,4
HSF1 inhib,-1,·,-10,6,0,-6
HSP90 inh,·,0,0,3,0,-6
HSF-1 act,-24,·,7,26,5,-11
KLF5 inh,·,-4,-2,-6,-12,6
GSK3beta inhib,-2,1,3,0,-3,-3
GSK3 alpha inh,0,-2,-4,-2,-1,-2
IEC-6 cytotox,·,-8,-12,1,-9,-12
aSyn 5UTR inh,30,-2,3,-7,-14,-12

(25) CN(C)C(=O)CSc1nnc2sc3ccccc3n12
(26) C#CCOCCOCCOCCNc1nc(N2CCN(C(=O)[C@H](CCCCN)n3cc([C@@H](N)C(C)CC)nn3)CC2)nc(N2CCN(C(=O)[C@H](CCCCN)n3cc([C@@H](N)CC(C)C)nn3)CC2)n1 (some centres undefined)
(27) COc1cc(C2Nn3c(nnc3-c3ccccc3OC)S2)ccc1O (centres undefined)
(28) COc1ccc(/C(N)=N/OC(=O)CSc2ccccc2)cc1OC
(29) O=C(Nc1cc(Cl)cc(Cl)c1)C1CC(=O)N(C2CCCC2)C1 (centres undefined)
(30) CC(SCC(=O)NC(C)C1CC2CCC1C2)C(=O)O (centres undefined)

Compound,25,26,27,28,29,30
Platelet DG rel,-6,-2,12,-1,6,2
Dyrk1A ADPGlo,1,3,35,-4,3,-12
HSF1 inhib,8,-3,-6,59,4,0
HSP90 inh,-3,8,0,2,·,0
HSF-1 act,37,5,-2,62*,15,-8
KLF5 inh,-11,-18,-35,-75,·,-43
GSK3beta inhib,1,-16,-4,2,1,-6
GSK3 alpha inh,-2,10,2,4,0,2
IEC-6 cytotox,-5,-4,-2,2,·,-6
aSyn 5UTR inh,20,-1,-7,-125,20,-2

(31) Cc1cccc(OC(=O)c2ccncc2)c1C
(32) COc1ccc(SCCC(=O)NCc2ccncc2)cc1
(33) O=C(N/N=C/c1ccc(OC(=O)c2cccc(Br)c2)cc1)c1cccnc1
(34) COc1ccccc1N1CCN(C2CC(=O)N(C)C2=O)CC1 (centres undefined)
(35) Cn1c(CCNC(=O)c2ccco2)nc2cc(NC(=O)c3ccco3)ccc21
(36) COc1cc(C(=S)N2CCCC2)ccc1OCc1ccc(C)cc1

Compound,31,32,33,34,35,36
Platelet DG rel,3,-1,-2,12,9,-3
Dyrk1A ADPGlo,-2,6,1,-1,3,-2
HSF1 inhib,8,-4,2,-1,11,45
HSP90 inh,0,3,-1,0,3,3
HSF-1 act,33,4,3,9,11,46
KLF5 inh,-4,-30,5,-36,-52,-90
GSK3beta inhib,-1,1,-2,4,2,-2
GSK3 alpha inh,-9,2,-1,-1,1,-2
IEC-6 cytotox,4,-9,1,-4,-5,4
aSyn 5UTR inh,14,11,8,11,-144,-116

(37) CCOC(=O)C1(Cc2ccccc2)CCCN(C(=O)C=C(C)C)C1 (centres undefined)
(38) O=C1c2ccccc2-c2cccc(NS(=O)(=O)c3ccc(C(F)(F)F)cc3)c21
(39) O=c1[nH]cccc1-c1nc2ccccc2n1Cc1ccc(F)cc1
(40) CCOc1ccc(OCc2ccc(C(=O)NCC3CCCO3)o2)cc1 (centres undefined)
(41) COc1ccc(OCC(=O)Sc2ccc(C)cc2)cc1
(42) CCCCCn1c(N2CCOCC2)nc2c1c(=O)n(CC(N)=O)c(=O)n2C

Compound,37,38,39,40,41,42
Platelet DG rel,5,-4,-1,2,4,-6
Dyrk1A ADPGlo,1,4,-5,-8,-3,1
HSF1 inhib,8,5,4,4,-3,-5
HSP90 inh,-5,5,0,16*,2,-4
HSF-1 act,19,-1,5,2,4,7
KLF5 inh,-72,-17,-16,-4,-10,-41
GSK3beta inhib,2,4,1,4,-1,0
GSK3 alpha inh,1,-4,0,-1,0,-2
IEC-6 cytotox,-4,0,-4,5,-2,-3
aSyn 5UTR inh,-137,-3,-7,-22,-9,23

(43) O=C(Nc1ccc(S(=O)(=O)N2CCOCC2)cc1)c1ccc(F)cc1
(44) CCCn1c(C2CCCN2c2nc(C)cs2)nc2cc(Cl)c(Cl)cc21 (centres undefined)
(45) Cc1nnc(SCc2nnc(-c3ccccc3Br)o2)s1
(46) O=C(NC1CCCCCC1)C(=O)NC1CC1
(47) CSc1nncc(=O)[nH]1
(48) Cc1cnc(NC(=O)CCc2ccccc2)s1

Compound,43,44,45,46,47,48
Platelet DG rel,4,-6,1,14,-9,7
Dyrk1A ADPGlo,16,·,5,-2,-3,0
HSF1 inhib,1,5,11,-3,·,-3
HSP90 inh,-5,-1,-1,3,-1,6
HSF-1 act,2,5,10,14,·,6
KLF5 inh,-18,12,-57,-5,-29,-38
GSK3beta inhib,-1,0,-1,4,0,-2
GSK3 alpha inh,-4,2,0,1,-2,6
IEC-6 cytotox,-3,3,-6,11,-2,31*
aSyn 5UTR inh,4,-29,-37,-10,·,-383

Nothing new here: 7 of the compounds above.
(39) O=c1[nH]cccc1-c1nc2ccccc2n1Cc1ccc(F)cc1
(40) CCOc1ccc(OCc2ccc(C(=O)NCC3CCCO3)o2)cc1 (centres undefined)
(41) COc1ccc(OCC(=O)Sc2ccc(C)cc2)cc1
(42) CCCCCn1c(N2CCOCC2)nc2c1c(=O)n(CC(N)=O)c(=O)n2C
(43) O=C(Nc1ccc(S(=O)(=O)N2CCOCC2)cc1)c1ccc(F)cc1
(44) CCCn1c(C2CCCN2c2nc(C)cs2)nc2cc(Cl)c(Cl)cc21 (centres undefined)
(45) Cc1nnc(SCc2nnc(-c3ccccc3Br)o2)s1

Compound,39,40,41,42,43,44,45
Platelet DG rel,-1,2,4,-6,4,-6,1
Dyrk1A ADPGlo,-5,-8,-3,1,16,·,5
HSF1 inhib,4,4,-3,-5,1,5,11
HSP90 inh,0,16*,2,-4,-5,-1,-1
HSF-1 act,5,2,4,7,2,5,10
KLF5 inh,-16,-4,-10,-41,-18,12,-57
GSK3beta inhib,1,4,-1,0,-1,0,-1
GSK3 alpha inh,0,-1,0,-2,-4,2,0
IEC-6 cytotox,-4,5,-2,-3,-3,3,-6
aSyn 5UTR inh,-7,-22,-9,23,4,-29,-37

The list is partial, so the mix of outcomes need not match the whole.
